# LmPK inhibitor – blocks Leishmania mexicana pyruvate kinase activity. Q27686. purified LmPK, Kinase-Glo ATP luminescence, 1 h. Potency, µM (highest dose often 57.5 µM), without a hit: at the top dose activity change, negative = inhibition, most hits filed as inhibitors. 290,000 compounds, 0.37% hits; also: potency is read from the fitted curve at half-maximal effect
# Target sequence (Q27686 whole entry, looked up): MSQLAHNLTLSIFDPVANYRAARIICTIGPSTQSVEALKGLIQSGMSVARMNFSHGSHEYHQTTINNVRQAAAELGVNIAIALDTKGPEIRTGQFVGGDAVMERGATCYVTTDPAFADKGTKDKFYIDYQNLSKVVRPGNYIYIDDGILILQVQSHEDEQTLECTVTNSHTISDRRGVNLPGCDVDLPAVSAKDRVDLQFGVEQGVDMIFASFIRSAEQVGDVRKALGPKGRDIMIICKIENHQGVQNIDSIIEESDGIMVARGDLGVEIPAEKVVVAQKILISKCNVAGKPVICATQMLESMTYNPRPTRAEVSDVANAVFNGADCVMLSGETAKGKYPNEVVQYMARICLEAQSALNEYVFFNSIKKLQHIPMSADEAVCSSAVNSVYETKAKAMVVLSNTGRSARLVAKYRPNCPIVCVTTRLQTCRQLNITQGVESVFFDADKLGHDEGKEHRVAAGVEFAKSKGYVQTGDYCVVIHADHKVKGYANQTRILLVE
#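 Pyruvate kinase activity monitored as ATP production (luciferase luminescence). Conditions: 0.1 nM enzyme, 0.5 mM PEP, 0.1 mM ADP, 1 h, RT; normalized against uninhibited and no-enzyme wells.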
# AMA1 RON2 block – AMA1-RON2 (P. falciparum) interaction inhibition; AlphaScreen AMA1-biotinylated RON2 peptide binding; Potency, µM (doses to about 58.2 µM), inactives show at the highest dose activity change, negative = inhibition, actives largely listed as inhibitors; 360,000 compounds, 0.2% hits;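 also: potency is read from the fitted curve at half-maximal effect; 0% = vehicle wells and -100% = peptide control; nearly all actives have a fitted effect of over 45% in size; some results filed as inactive show a strong effect at the top dose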
#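 AMA1 (3D7) with his tag at 25 nM final met compounds first, then biotinylated RON2 peptide at 25 nM; detection used donor plus acceptor beads, 10 µg/mL apiece, read by AlphaScreen after 30 min at room temperature.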
# Tb PYK inh – inhibitors of Trypanosoma brucei pyruvate kinase. Q57TT1. TbPYK enzyme, Kinase-Glo Plus ATP luminescence, 45 min. Potency, µM (titrated, usually from 76.8 µM), for the others: at the top dose activity, negative = inhibition, usual class: inhibitors. 410,000 compounds, 0.12% hits; also: potency is read from the fitted curve at half-maximal effect; nearly all actives have a fitted effect of over 50% in size
#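 Activity of T. brucei pyruvate kinase was followed by Kinase-Glo Plus luminescence after the enzyme reacted 45 min at room temperature with 130 uM ADP (final) and substrate. Test compounds were added before ADP at multiple concentrations.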
# HCMV inh – blocks human cytomegalovirus replication. 410,000 compounds, 4.5% hits. HFF cells, HCMV-luciferase reporter, 72 h; hits give low values. activity change, negative = inhibition, % at 57.5 µM; in the data active = activity change below about -60%; inconclusive = no clear call, values can overlap the other calls; inactive = above about -39%
#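 Cell-based, HFFs, 1000 cells/well, 16 h 37C; cpds in DMSO + HCMV-luc, MOI 1 PFU/cell; 72 h 37C; OneGlo luminescence after 5 min RT; norm. to buffer vs Salinomycin 10uM.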
# AmpC no deterg – AmpC beta-lactamase inhibition without detergent; AmpC nitrocefin hydrolysis, absorbance 480 nm, 0.0001% Triton; P00811; Potency, µM (titrated, usually from 57.1 µM), inactives show at the top dose activity change, negative = inhibition, most hits filed as inhibitors; 330,000 compounds, 0.52% hits; AID 485341;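 also: potency is read from the fitted curve at half-maximal effect; plate controls were no compound for no effect and no enzyme for full effect; nearly all actives have a fitted effect of over 20% in size; some results filed as inactive show a strong effect at the top dose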
# Target sequence (P00811 whole entry, looked up): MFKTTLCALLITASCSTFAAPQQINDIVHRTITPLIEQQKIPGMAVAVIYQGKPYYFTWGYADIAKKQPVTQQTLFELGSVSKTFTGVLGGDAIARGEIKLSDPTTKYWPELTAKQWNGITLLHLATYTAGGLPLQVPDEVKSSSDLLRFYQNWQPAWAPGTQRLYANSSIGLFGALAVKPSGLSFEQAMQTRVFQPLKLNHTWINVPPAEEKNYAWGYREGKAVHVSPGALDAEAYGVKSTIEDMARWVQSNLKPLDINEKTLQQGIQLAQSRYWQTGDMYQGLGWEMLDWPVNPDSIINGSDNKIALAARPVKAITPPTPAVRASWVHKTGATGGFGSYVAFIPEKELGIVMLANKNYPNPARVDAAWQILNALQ
#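 AmpC (5.3 nM in the dispensed reagent) in 20 mM phosphate pH 7.0 with 0.01% (detergent screen) or 0.0001% Triton X-100 was preincubated with compounds for 15 min at room temperature. Nitrocefin was then added from an 800 uM solution, and hydrolysis was followed at 480 nm.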
# HCV inh – inhibitors of hepatitis C virus infection. Huh7.5.1 HCVcc-Cre infection, luciferase reporter, 44 h. Potency, µM (highest dose often 41.8 µM), inactives show at the highest dose activity change, negative = inhibition, hits mostly inhibitors. 340,000 compounds, 3.4% hits; also: potency is read from the fitted curve at half-maximal effect
#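 HCVcc-Cre virus at an moi near 0.5 was added right after compound to cells cultured 4 h from seeding (1,000 cells/well). Luciferase activity was determined 44 h later, 15 min after substrate addition at RT.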
# AmpC inh detg – AmpC beta-lactamase inhibition with detergent present | P00811 | AmpC hydrolysis of nitrocefin, absorbance 480 nm, 0.01% Triton | Potency, µM (top dose mostly 114 µM), without a hit: at the top dose activity change, negative = inhibition, most hits filed as inhibitors | 370,000 compounds, 0.041% hits | AID 485294;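 also: potency is read from the fitted curve at half-maximal effect; 0% = no-compound wells and -100% = no-enzyme wells; nearly all actives have a fitted effect of over 25% in size; some results filed as inactive show a strong effect at the top dose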
#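 20 mM phosphate pH 7.0 + 0.01% (detergent screen) or 0.0001% Triton X-100; 5.3 nM AmpC reagent; cpd preinc 15 min RT; nitrocefin (800 uM stock) to start; A480 q20 s × 4 min; Activity was normalised to no-enzyme and no-compound control wells.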
# Active calls of the source: *; ? = inconclusive; . = not tested or not shown; [ ] = remark or other dose. Unless noted, calls follow the shape of the dose curve; as a rule, active = well fitted curve in the direction sought with a large enough effect; inconclusive = small, poorly fitted or top-dose-only effect, or another doubt; inactive = no such curve, though single readings can be large; an effect the other way counts as inactive or inconclusive. Unless noted, % is scaled to controls: 0 for no effect and ±100 for the full control effect.
SMILES,LmPK inhibitor,AMA1 RON2 block,Tb PYK inh,HCMV inh,AmpC no deterg,HCV inh,AmpC inh detg
COCCN1C(=O)C(=O)/C(=C(/O)c2ccc(S(=O)(=O)N3CCOCC3)cc2)C1c1ccc(O)c(OC)c1 (stereo not drawn),-2%,-19%,3%,.,-15%,20%,?
CN(C)c1ccc(C(=O)c2ccccc2)cc1,-11%,3%,0%,41,-20%,-23%,2%
COc1ccc(NC(=S)N2CCN(Cc3ccccc3)CC2)c(OC)c1,-1%,8%,1%,?,20%,1%,-6%
COc1ccc(/C(N)=N/OC(=O)CSc2ccc(C)cc2)cc1OC,5%,5%,1%,27,94%[activator],?,-15%
CCCCn1c(SCC(=O)c2ccc3c(c2)NC(=O)CO3)nc2cc(S(N)(=O)=O)ccc21,2%,-7%,1%,-35,22%,-4%,-2%
Clc1cccc(CNc2ccn3nc(-c4cccc(Cl)c4)cc3n2)c1,.,17%,-7%,72,.,.,.
CCOC(=O)C(NCc1ccc2c(c1)OCO2)(NC(=O)CC)C(F)(F)F (stereo not drawn),5%,0%,6%,48,-3%,19%,-1%
CC(=O)N(C)C(c1ccc(N(C)C)cc1)c1nnnn1-c1c(C)cccc1C (stereo not drawn),1%,?,-5%,?,124%[activator],11%,-16%
CCOC(=O)C1=CCC(c2ccccc2)N(S(=O)(=O)c2ccccc2C)C1 (stereo not drawn),.,3%,1%,-21,.,.,.
O=[N+]([O-])c1ccc(COc2cccc(CNc3ccc(F)cc3)c2)cc1,-1%,-29%,-4%,3,-3%,11%,3%
COc1ccc(C2C(C(=O)Nc3ccc(F)cc3)=C(C)Nc3nc(CCCO)nn32)cc1 (stereo not drawn),6%,-6%,2%,24,57%,15%,7%
CCOc1cc(CNCCCN2CCOCC2)ccc1OCC(=O)NC(C)(C)C,-2%,9%,-4%,13,-11%,-10%,3%
COCCn1c(CCC(=O)Nc2ccc(C)c(Cl)c2)nc2cccnc21,.,.,4%,-11,.,.,21%
COc1ccccc1CNC(=O)C1CCC(CNS(=O)(=O)c2ccc(F)cc2)CC1 (stereo not drawn),0%,10%,-10%,-16,1%,20%,3%
Cc1cccc(C(=O)OC(C)C(=O)N2CCN(Cc3ccccc3)CC2)c1 (stereo not drawn),.,13%,0%,-6,117%[activator],-8%,?
CC(=O)c1ccc(N2CCN(C(=O)Cc3cccs3)CC2)cc1,-2%,5%,1%,48,-9%,-5%,-6%
CCCCCn1c(CCCNC(=O)c2ccc(Cl)cc2)nc2ccccc21,.,.,1%,-2,.,.,-1%
Cc1cc(C)c(C)c(S(=O)(=O)Nc2ccccc2C(=O)NCCCn2ccnc2)c1C,8%,-12%,-7%,-22,102%[activator],?,8%
COc1ccc(-n2c(/C=C\c3ccccc3F)nc3ccccc3c2=O)c(OC)c1,.,.,-3%,-7,.,.,-5%
COc1ccc(-n2nc(C(=O)NCC(=O)NCCCN3CC(C)CC(C)C3)c3ccccc3c2=O)cc1Cl (stereo not drawn),4%,-2%,5%,-18,99%[activator],?,1%
COc1ccccc1NC(=O)N1c2ccccc2Sc2ccccc21,.,.,-6%,24,.,.,4%
COc1ccccc1C(=O)NCC(=O)Nc1ccc2c(c1)CCC2,.,0%,-10%,88,-17%,4%,1%
Cn1cccc1C(=O)OCC(=O)Nc1cc(C(C)(C)C)nn1-c1ccccc1,13%,-11%,-6%,-20,20%,?,?
CCC(=O)NC(=S)NNC(=O)c1ccc(OC)cc1,-3%,23%,2%,-25,-44%,?,56µM*
CC(=O)Nc1cccc(C(=O)Nc2cccnc2)c1,-1%,-7%,1%,50,-13%,7%,2%
Cc1nnc(SCC(=O)c2ccc(Cl)cc2)n(N)c1=O,-4%,-25%,-15%,21,-29%,3%,5%
CC1CC(C)CN(CC(O)COCCOc2ccc(Br)cc2)C1 (stereo not drawn),2%,-3%,-15%,-34,10%,?,?
CN1CCC(=C2c3ccccc3C(O)c3ccccc32)CC1 (stereo not drawn),4%,-4%,7%,-13,-2%,-6%,1%
CCCCCn1nc(C(=O)N2CCc3ccccc32)c2ccccc2c1=O,.,-2%,0%,1,25%,?,0%
COC(=O)c1ccc(NC(=O)c2sc3nc(-c4ccccc4)cn3c2C)cc1,2%,-7%,-2%,-37,-12%,?,?
Cc1c([C@H]2[C@@H](CC#N)C2(C)C)c2ccccc2n1C,2%,-19%,-8%,-16,-40%,?,?
CCOC(=O)CSc1nc2ccc(C)cc2n2cnnc12,0%,15%,3%,-25,15%,-11%,-3%
Cc1cccc(NC(=O)Cn2c(=O)n(Cc3nc(-c4ccccc4)no3)c(=O)c3ccccc32)c1,.,.,0%,?,.,.,2%
Clc1ccc(CNc2ccc(N3CCN(Cc4ccccc4)CC3)cc2)cc1,0%,7.9µM*,-15%,-36,25%,10µM*,-1%
COc1ccc2cc(C(C)C(=O)OC(C)C)ccc2c1 (stereo not drawn),.,61%[activator],3%,-38,-8%,5%,0%
O=C(c1ccccc1)N1CCC(c2nc(-c3ccc(S(=O)(=O)NCC4CCCO4)cc3)no2)CC1 (stereo not drawn),5%,12%,-8%,-89*,28%,2.8µM*,-4%
CC(=O)NC1=NC(=O)/C(=C/N2CCCCC2)S1,-1%,-4%,0%,29,-4%,11%,1%
Cc1nn(Cc2ccc(F)cc2)c(C)c1NC(=O)c1noc2c1CCCCC2,-4%,-10%,1%,-35,59%,-15%,0%
C[N+]1(CC(O)COCC2COc3ccccc3O2)CCOCC1 (stereo not drawn),10%,8%,-8%,?,-9%,26%,6%
Cc1c(OCC(=O)NCC2CCC(C(=O)NCCCO)CC2)ccc2c(-c3ccccc3)cc(=O)oc12 (stereo not drawn),9%,-5%,5%,-6,67%[activator],-15%,-11%

# Part of the list above, with values under each structure.
# Values in the order – LmPK inhibitor, AMA1 RON2 block, Tb PYK inh, HCMV inh, AmpC no deterg, HCV inh, AmpC inh detg
> CCOc1cc(CNCCCN2CCOCC2)ccc1OCC(=O)NC(C)(C)C
  -2%, 9%, -4%, 13, -11%, -10%, 3%
> COCCn1c(CCC(=O)Nc2ccc(C)c(Cl)c2)nc2cccnc21
  ., ., 4%, -11, ., ., 21%
> COc1ccccc1CNC(=O)C1CCC(CNS(=O)(=O)c2ccc(F)cc2)CC1 (stereo not drawn)
  0%, 10%, -10%, -16, 1%, 20%, 3%
> Cc1cccc(C(=O)OC(C)C(=O)N2CCN(Cc3ccccc3)CC2)c1 (stereo not drawn)
  ., 13%, 0%, -6, 117%[activator], -8%, ?
> CC(=O)c1ccc(N2CCN(C(=O)Cc3cccs3)CC2)cc1
  -2%, 5%, 1%, 48, -9%, -5%, -6%

# Next section.
SMILES,LmPK inhibitor,AMA1 RON2 block,Tb PYK inh,HCMV inh,AmpC no deterg,HCV inh,AmpC inh detg
Cc1onc(C(=O)/C=C/N(C)C)c1C(=O)Nc1nccs1,-5%,-4%,-1%,3,-24%,1%,-4%
Cc1ccc(C)c(NC(=O)c2ccccc2NC(=O)C2CCCO2)c1 (stereo not drawn),0%,-3%,-14%,-32,-16%,-1%,0%
Cc1cccc(CCN(CC(=O)NCc2ccc(F)cc2)C(=O)c2csnn2)c1,-3%,5%,2%,-18,4%,-11%,-5%
O=C(COC(=O)c1cc(S(=O)(=O)N2CCOCC2)c(Cl)cc1Cl)c1ccc[nH]1,.,0%,-8%,-18,-14%,-9%,0%
Cc1ccccc1NC(=O)N1CCC(NC(=O)C2CCCCC2)CC1,4%,0%,-21%,-8,-19%,-5%,-8%
Cn1cc(Cl)c(-c2nc3ccccc3[nH]2)n1,?,-1%,-1%,161,-13%,1%,3%
CCCn1c(SCC(=O)N2CCCC(C)C2)nnc1-c1ccccn1 (stereo not drawn),-1%,14%,3%,-30,8%,3%,2%
COc1ccc(OC)c(/C=N/c2oc(-c3ccco3)c(-c3ccco3)c2C#N)c1,3%,-24%,-10%,-5,-43%,-18%,-9%
CC(C)c1ccc(NC(=S)Nc2cccc3ccccc23)cc1,10%,48%[activator],-4%,21,-46%,?,-10%
CCOc1cc(C(=O)Nc2ccc3nc(N4CCN(C)CC4)cc(C)c3c2)cc(OCC)c1OCC,.,.,-5%,-66*,.,.,8%
Fc1ccccc1NC(=S)Nc1ccc(CN2CCOCC2)cc1,-1%,-15%,-4%,-36,-12%,17%,5%
CCC(C)N1C(=O)/C(=C\c2ccc(N3CCCCCC3)cc2)C(=O)NC1=S (stereo not drawn),-10%,37%[activator],-29%,40,-23%,1%,-5%
COc1ccccc1-c1noc(CSc2nc3ccc(C)cc3[nH]2)n1,.,.,-5%,-28,.,.,-6%
Cc1ccc(OCC(=O)NNC(=O)C2CCN(c3nc(C)cc(C)n3)CC2)cc1,1%,0%,2%,17,-9%,?,-3%
COc1cccc(NC(=O)Nc2cc(NC(=O)Nc3cccc(OC)c3)c(C)nc2C)c1,1%,-8%,9%,?,78%[activator],?,-1%
CC(OC(=O)c1ccc2c(c1)OCCO2)C(=O)c1ccccc1 (stereo not drawn),.,0%,-1%,69,-11%,4%,-7%
COc1cccc(C(=O)NCCS(=O)(=O)NCc2cccs2)c1,.,-16%,3%,-26,-9%,-2%,?
Cc1nc(CN(C)C(=O)CC2C(=O)NCCN2Cc2ccc(F)cc2)cs1 (stereo not drawn),-15%,19%,-7%,18,20%,16%,-4%
Cc1ccc(NC(=O)CCC(=O)N2Cc3ccccc3Oc3ncccc32)cc1,.,.,2%,7,.,.,2%
CC(=O)c1ccc(N2C(=NC(=O)C(C)C)SC3CS(=O)(=O)CC32)cc1 (stereo not drawn),3%,3%,-2%,-2,-9%,-21%,?
CC/C(C)=C1\SC(N2CCN(c3cccc(C(F)(F)F)c3)CC2)=NC1=O,1%,-5%,.,-33,-9%,8%,3%
CN(Cc1ccccc1)Cc1c[nH]c2ccccc12,1%,6%,-3%,71,-21%,-5%,-9%
CCc1ccc(OCc2cccc(C(=O)N/N=C\c3cnn(C)c3C)c2)cc1,-1%,19%,1%,57,6%,-6%,-8%
O=C(CCc1ccccc1)Nc1ccccc1F,?,-6%,-5%,97,-12%,5%,-7%
Cc1cc(C)cc(OCCN2CCOCC2)c1,2%,?,6%,9,-5%,11%,-1%
COc1ccccc1NC(=O)c1ccc(C)s1,-20%,14%,4%,200,-12%,4%,2%
Cc1cc(C(=O)Nc2sccc2C(N)=O)c(C)o1,.,13%,-5%,29,-15%,?,.

# From PubChem
